# TWEAK Fn14 block: blocks TWEAK-Fn14 interaction in a reporter cell assay; TWEAK-stimulated Fn14 reporter cells, luciferase luminescence, 8 h; actives 2% (n = 360,000); AID 1159606; inhibition, % at 10 µM; in the data active means inhibition above about 50%
# NCOA3 inh: human NCOA3 inhibition; AID 588352; inhibition, % at 3.6 µM; actives 0.17% (n = 360,000); HEK293 GAL4-SRC3 luciferase reporter, luminescence; Q9Y6Q9;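 active means inhibition above a per-campaign cutoff, the mean of all compounds plus 3 SD, cut at about 60% in these data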;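 further: 0% = DMSO-treated cells and 100% = gossypol-treated cells at 36 µM; higher means less SRC3-driven luciferase light from the GAL4 reporter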
# KKLEB cytotox: reduces viability of KKLEB cystic fibrosis airway cells; KKLEB CF airway cells viability, ATPlite luminescence, overnight; stronger effect = lower value; cells stimulated with P. aeruginosa culture filtrate; activity change (cytotoxicity), % at 5 µM; actives 0.36% (n = 360,000); AID 602141;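 active means corrected activity change at or below -50% at 5 µM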
# Shn3 inh set2: inhibitors of Schnurri-3 3'UTR reporter in osteoblasts | Clone20 osteoblast Shn3 3'UTR firefly luciferase, 24 h | inhibition, % at 12.5 µM | actives 0.52% (n = 360,000) | AID 588674;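 active means mean inhibition of at least 75% with every replicate also reaching 75%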;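 further: 0% = median of neutral control wells and 100% = pilot-screen positive control compound; some compounds past the cut are filed as inactive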
# C8 TRAIL sens: sensitizes caspase-8 expressing cells to TRAIL. NB7+C8 cells + TRAIL, ATPlite viability luminescence. inhibition (viability loss, TRAIL sensitization), % at 10 µM. actives 1% (n = 360,000);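 active means compounds causing at least 50% loss of cell viability in the single-dose screen, relative to plate controls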
# NR5A2 inv ag: NR5A2 inverse agonism in reporter assay; HEK293T StAR-luciferase reporter, LRH-1 transfected, 24 h; actives 0.13% (n = 360,000); inhibition, % at 3.6 µM;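 active means inhibition above the mean inhibition of all tested compounds plus 3 SD, cut at about 73% in these data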;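 further: 0% = DMSO wells and 100% = reporter-only cells lacking LRH-1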
# Target sequence (O00482 whole entry, looked up): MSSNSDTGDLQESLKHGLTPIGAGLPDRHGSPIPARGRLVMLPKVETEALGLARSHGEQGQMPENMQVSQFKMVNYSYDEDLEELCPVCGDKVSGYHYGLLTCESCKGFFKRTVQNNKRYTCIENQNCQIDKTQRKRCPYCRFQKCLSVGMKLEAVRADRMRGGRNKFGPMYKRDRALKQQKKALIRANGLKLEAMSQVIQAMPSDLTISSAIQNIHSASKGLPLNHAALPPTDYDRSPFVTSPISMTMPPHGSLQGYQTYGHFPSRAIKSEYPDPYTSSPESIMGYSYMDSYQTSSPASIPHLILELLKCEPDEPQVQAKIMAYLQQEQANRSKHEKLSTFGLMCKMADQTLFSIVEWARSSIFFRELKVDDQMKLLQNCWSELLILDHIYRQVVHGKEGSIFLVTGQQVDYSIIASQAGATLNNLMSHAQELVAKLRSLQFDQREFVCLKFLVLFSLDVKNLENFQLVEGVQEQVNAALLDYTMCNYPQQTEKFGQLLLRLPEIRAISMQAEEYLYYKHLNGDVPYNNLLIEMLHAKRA
# CF NFkB inh: inhibitors of cystic fibrosis induced NF-kB; KKLEB NF-kB-GFP reporter, PAF-induced, GFP fluorescence overnight; actives 0.86% (n = 360,000); inhibition, % at 5 µM;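 active means at least 50% inhibition at 5 µM, scaled per plate between neutral and stimulator controls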;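 further: PAF is a Pseudomonas aeruginosa culture filtrate used as stimulus; plate controls were PAF-stimulated DMSO wells for no effect and unstimulated DMSO wells for full effect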
# NCOA1 inh: inhibits human SRC1 coactivator | inhibition, % at 3.6 µM | AID 588354 | HEK293 GAL4-SRC1 luciferase reporter, luminescence | actives 0.12% (n = 360,000);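 active means inhibition above the campaign mean plus 3 SD, with each screening campaign given its own cutoff, cut at about 60% in these data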;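 further: 0% = DMSO treated cells and 100% = gossypol at 36 µM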
# TROY NFkB inh: blocks TROY-dependent signaling in reporter cells; AID 1347056; inhibition, % at 10 µM; Q293 LMP1-TROYcd NF-kB luciferase reporter, 4 h; actives 0.98% (n = 360,000);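 active means compounds whose plate-normalised and pattern-corrected inhibition of the luciferase reporter signal at the single screening dose is 50% or more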
# EBV LMP1 NFkB: reduces LMP1-driven NF-kappaB luciferase signal; LMP1-induced NF-kappaB luciferase reporter cells, luminescence; inhibition, % at 12.5 µM; actives 0.69% (n = 350,000); AID 504558; in the data active means inhibition above about 41%;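 further: 0% = neutral control wells and 100% = reference inhibitor control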
# NR2F2 inh: NR2F2 (human) inhibition, primary screen. P24468. HEK293T NGFI-A luciferase reporter, luminescence. inhibition, % at 8.6 µM. actives 0.7% (n = 370,000). AID 686940;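 active means inhibition above a per-plate cutoff, mean inhibition of test wells between control levels plus 3 SD, cut at about 38% in these data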;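 further: cells cotransfected with COUP-TFII expression vector driving the NGFI-A reporter; 0% = median of COUP-TF2 test wells and 100% = reporter-only cells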
# Target sequence (P24468 whole entry, looked up): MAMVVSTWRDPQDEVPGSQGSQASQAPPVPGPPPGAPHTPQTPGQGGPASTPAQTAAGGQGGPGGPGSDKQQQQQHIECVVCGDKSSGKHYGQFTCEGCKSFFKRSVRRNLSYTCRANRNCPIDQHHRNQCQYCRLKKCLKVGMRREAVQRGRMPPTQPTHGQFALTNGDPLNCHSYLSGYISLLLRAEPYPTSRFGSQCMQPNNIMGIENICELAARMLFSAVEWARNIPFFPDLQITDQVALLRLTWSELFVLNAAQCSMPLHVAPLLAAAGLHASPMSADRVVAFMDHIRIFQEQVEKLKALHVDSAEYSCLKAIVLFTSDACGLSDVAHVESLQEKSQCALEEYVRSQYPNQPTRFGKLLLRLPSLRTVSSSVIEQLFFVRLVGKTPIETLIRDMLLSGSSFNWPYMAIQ
# * = called active by the depositor; . = not tested or not shown.
SMILES,TWEAK Fn14 block,NCOA3 inh,KKLEB cytotox,Shn3 inh set2,C8 TRAIL sens,NR5A2 inv ag,CF NFkB inh,NCOA1 inh,TROY NFkB inh,EBV LMP1 NFkB,NR2F2 inh
Cc1ccc(F)cc1C(=O)N1CCOCC1c1cc(C(=O)NCc2ccccc2)no1 (stereo unspecified),-13.9,-10.5,8.1,-1.3,-7.9,-4.1,-21.7,6.9,-9.8,.,4.5
O=C(/C=C/Nc1ccccc1)c1cnc(-c2ccccc2)s1,-8.7,-3.5,9.7,-16.7,-5.1,-29.2,-4.8,-12.0,-2.0,-12.5,5.6
O=C(CSc1nnc(NC(=O)c2ccco2)s1)Nc1cccc(F)c1,3.4,-26.8,12.7,-51.0,21.7,-6.7,-10.5,-38.7,-55.8,-4.0,13.4
CCOC(=O)c1cc(CC)sc1NC(=O)CN1CCN(C(=O)c2ccco2)CC1,16.5,-13.9,12.9,15.1,1.9,-18.6,-27.4,5.5,-26.8,-2.2,12.0
CC(C)(C)c1ccc(C(O)c2ncc(-c3cccc(F)c3)[nH]2)cc1 (stereo unspecified),22.6,-26.0,-2.7,-4.6,4.9,-8.8,-8.6,6.4,-28.4,.,-1.7
Cn1c(N)c(C(=O)COC(=O)c2ccc3c(c2)C(=O)N(c2ccc(Cl)cc2)C3=O)c(=O)n(C)c1=O,-26.3,7.1,11.8,-12.6,-3.5,-6.6,-1.1,3.4,6.2,-3.5,-16.5
CCOC(=O)c1c(C)[nH]c(C(=O)COC(=O)c2ccncc2)c1C,-14.3,-33.9,1.3,-18.2,7.3,-6.0,0.0,-9.5,-37.8,7.8,-13.0
Cc1oc(-c2ccccc2F)nc1CN1CCC(C(=O)NC2CC2)CC1,-16.0,-1.2,0.2,1.4,4.8,12.9,3.2,-2.7,0.3,2.3,5.4
Cc1cccc(NC(=O)NC2CCCc3ccccc32)c1 (stereo unspecified),-23.9,-22.1,0.9,10.0,19.9,-7.6,7.3,5.2,-38.3,13.8,-0.9
COc1ccc(N2N=NN(C(C)C)C2=C(Cl)c2nnnn2-c2ccc(OC)cc2)cc1,-0.5,-32.9,5.6,-20.4,1.1,-28.7,-1.7,-40.2,-33.2,85.0*,-18.0
COc1ccc(OCc2nc(N)nc(Nc3ccccc3)n2)cc1,-6.5,-19.9,-4.1,-14.8,8.5,-26.5,6.7,1.0,-23.1,-3.7,-18.5
COc1cc2c(cc1CNC[C@H]1O[C@@H](n3cnc(C(N)=O)n3)[C@H](O)[C@@H]1O)OCO2,11.3,0.6,3.5,-1.8,20.9,-4.6,-2.8,-16.3,-10.7,1.8,20.9
COC(=O)[C@H](CC(C)C)NC(=O)CCc1nnc(COc2ccccc2)o1,-11.6,2.1,7.4,-11.3,-3.0,-11.2,-12.1,2.4,2.1,9.6,2.9
CCCn1c(SCC(=O)NC2CCCCC2)nnc1-c1cccnc1,-5.8,3.0,-18.5,12.4,5.4,-8.1,26.8,13.6,-1.9,-0.6,6.7
CC(C)(C)C(=O)O/N=C(\N)c1ccc(Br)cc1,-4.0,21.3,4.9,-8.3,19.5,3.2,0.8,-4.9,-18.4,-2.5,2.8

# In a second layout: results already given.
> CCCn1c(SCC(=O)NC2CCCCC2)nnc1-c1cccnc1
- TWEAK Fn14 block: -5.8
- NCOA3 inh: 3.0
- KKLEB cytotox: -18.5
- Shn3 inh set2: 12.4
- C8 TRAIL sens: 5.4
- NR5A2 inv ag: -8.1
- CF NFkB inh: 26.8
- NCOA1 inh: 13.6
- TROY NFkB inh: -1.9
- EBV LMP1 NFkB: -0.6
- NR2F2 inh: 6.7
> CC(C)(C)C(=O)O/N=C(\N)c1ccc(Br)cc1
- TWEAK Fn14 block: -4.0
- NCOA3 inh: 21.3
- KKLEB cytotox: 4.9
- Shn3 inh set2: -8.3
- C8 TRAIL sens: 19.5
- NR5A2 inv ag: 3.2
- CF NFkB inh: 0.8
- NCOA1 inh: -4.9
- TROY NFkB inh: -18.4
- EBV LMP1 NFkB: -2.5
- NR2F2 inh: 2.8

# (continued)
SMILES,TWEAK Fn14 block,NCOA3 inh,KKLEB cytotox,Shn3 inh set2,C8 TRAIL sens,NR5A2 inv ag,CF NFkB inh,NCOA1 inh,TROY NFkB inh,EBV LMP1 NFkB,NR2F2 inh
O=C(c1ccc(F)cc1)C1CCN(C(=O)Nc2ccccc2Cl)CC1,6.3,14.8,-11.1,24.8,3.7,4.6,2.0,-0.2,-6.5,1.1,-9.1
O=C(N/N=C/c1ccc(N2CCOCC2)cc1)c1ccccc1NS(=O)(=O)c1cccs1,-0.9,0.1,0.3,-7.3,10.7,-16.0,-21.8,-111.3,5.4,9.3,-3.5
C=CCC1(CC=C)CCCN1C(=O)c1ccc2oc(CCCC)nc2c1,-24.8,-55.9,-8.8,-13.4,-7.0,-40.9,-2.4,-55.6,-53.6,-25.9,-37.9
Cc1cc(C)cc(NS(=O)(=O)c2ccc(NC(=S)NC(=O)c3cccs3)cc2)c1,27.5,19.1,18.4,9.8,6.5,10.1,10.1,-0.9,9.1,-5.2,10.3
COc1ccc(NC(=O)/C(=C\c2ccc(OS(=O)(=O)c3ccc(C)cc3)cc2)NC(=O)c2ccccc2)cc1,21.5,8.9,-16.7,8.2,1.5,8.3,-10.5,16.5,-20.9,-8.9,7.2
CCn1cc(/C=C(\NC(=O)c2ccc(OC)c(OC)c2)C(=O)NCCCO)c2ccccc21,-13.5,5.8,-0.6,-23.1,2.3,3.4,0.0,1.6,6.3,-6.5,-35.3
Cc1ccc(S(=O)(=O)NCCNS(=O)(=O)c2ccccc2Br)cc1,5.9,5.6,-9.5,4.7,5.3,2.5,-8.6,4.0,-3.1,10.2,5.2
Cc1ccc(-c2cc(C(=O)O)c3ccccc3n2)c(C)c1,-13.6,-0.8,-9.2,-19.1,23.4,-8.9,3.8,-25.0,-33.0,-10.2,-12.6
CCOC(=O)c1csc(NC(=O)CN2CCN(C)CC2)n1,7.3,4.0,-0.2,10.5,-6.9,-10.8,8.3,-17.6,-5.0,-2.7,-12.3
CCOc1ccc(NC(=O)CCCNC(=O)Cn2cnc3sc(C)c(C)c3c2=O)cc1,34.3,-21.1,1.6,3.0,-22.8,4.5,-16.0,-4.1,0.1,-0.5,7.6
CN(C)CC1CCCCC1OC(=O)/C=C/c1ccc(Cl)cc1Cl (stereo unspecified),-13.4,8.6,-3.3,11.9,0.5,-6.7,20.3,10.7,-26.6,-14.7,2.2
CCOC(=O)C[C@H]1c2ccc(C(F)(F)F)cc2S(=O)(=O)N1Cc1ccccc1,-19.4,2.2,3.9,10.2,12.3,7.7,2.5,-8.0,-6.9,7.6,1.6
COc1cccc(C2CC(=O)Nc3c2c(=O)[nH]c2ncnn32)c1 (stereo unspecified),-3.8,19.5,-3.9,-10.8,-4.8,6.1,-19.1,-8.1,-3.7,-6.2,-0.4
Nc1cc2c(cc1[N+](=O)[O-])OCCO2,-3.0,-2.2,3.6,4.1,-3.5,6.6,6.1,-4.6,-16.4,-1.6,24.9
Cc1ncc([N+](=O)[O-])n1CC(C)O (stereo unspecified),-7.3,3.6,-35.5,-1.6,1.4,0.7,2.7,1.1,3.6,-0.9,-3.2
CCCCn1c(SCC(=O)N2c3ccccc3CCc3ccccc32)nc2c1c(=O)n(C)c(=O)n2C,24.5,16.3,5.9,5.8,19.2,3.2,31.5,-11.0,9.2,-0.1,-2.0
CCN(CC(=O)NCC1CCCO1)S(=O)(=O)c1ccc2ccccc2c1 (stereo unspecified),0.5,-2.6,2.5,10.4,-1.9,12.1,-4.5,14.0,14.2,-7.5,3.1
Cc1cc(=O)[nH]c(-n2[nH]c3c(c2=O)CCCC3)n1,7.5,1.7,-1.2,-10.1,5.5,-2.8,3.3,-3.8,-10.8,-4.2,1.7
Cc1cc(C(=O)NNc2c(Cl)cccc2Cl)no1,-28.9,24.4,3.7,-9.4,-3.4,-1.7,-2.3,-5.1,6.8,10.6,10.5
CCOC(=O)c1oc2ccc(CNC3CCCCC3)c(Cl)c2c1C,2.5,11.4,-10.1,20.5,1.4,19.8,-8.7,0.7,-41.8,-3.0,9.4
O=C(CC1SC(=O)N(Cc2ccccc2Cl)C1=O)Nc1nccs1 (stereo unspecified),18.8,16.2,4.7,14.3,2.3,34.6,-3.2,10.4,-14.2,-0.2,3.2
Cc1ccccc1C(N)c1ccncc1 (stereo unspecified),4.7,7.4,1.3,20.1,-0.1,-3.1,19.8,-0.7,13.4,0.1,-36.2
CCC(C)(C)NC(=O)C(c1cccs1)N(CC1CCCO1)C(=O)Cn1nnc2ccccc21 (stereo unspecified),-8.7,14.5,3.3,14.9,1.0,-0.6,-14.5,7.9,13.8,1.4,-3.2
CCN(CC)c1ccc(NC(=O)c2cc3ccccc3o2)c(C)c1,-14.8,-22.4,3.5,-11.5,5.1,-51.5,-26.3,-18.9,-22.8,-11.1,-2.2
CNc1snc(C)c1C(=O)OCC(=O)NCc1ccccc1OC,31.1,0.4,-6.1,20.6,11.6,9.6,11.3,-12.8,6.9,4.1,-8.5
CC(C)(C)NC(=S)NC(=O)C12CC3CCC(CC(C3)C1)C2,18.4,17.2,-6.0,17.9,12.7,-2.6,-8.0,2.3,-13.0,-8.1,-13.1
CNC(=O)CSCc1cnn(-c2ccccc2)c1-n1cccc1,13.4,12.4,6.7,-9.3,4.4,-22.4,-1.8,-2.1,-28.2,1.8,-19.2
N=C(N)SCc1ccc(O)c([N+](=O)[O-])c1,0.6,1.9,-3.3,3.7,-4.2,20.2,5.8,3.2,-24.7,-10.8,17.7
CCN(C(=O)CN1CCN(c2ccc(O)cc2)CC1)c1c(N)n(Cc2ccccc2)c(=O)[nH]c1=O,-1.1,1.3,4.4,-1.5,3.4,-0.7,2.5,-3.5,-18.6,4.9,15.3
CC(=O)c1csc(-c2cccc(-c3nc4ccc(Cl)cn4c3NC3CCCCC3)c2)c1,7.5,-10.1,-15.8,43.9,22.9,16.1,10.0,2.9,-14.3,0.3,-17.9
O=C(NC(c1ccc(Cl)cc1)c1cnccn1)C1CCN(Cc2ccc(Oc3ccccc3)cc2)CC1 (stereo unspecified),6.3,-0.5,-6.9,-11.4,18.1,-2.4,14.8,-18.6,20.0,.,12.1
CCOC(=O)c1c(C)[nH]c(C(=O)OCC(=O)Nc2cc(C)c(Cl)cc2OC)c1C,-1.7,-21.5,5.4,-5.3,-2.9,12.5,0.1,-12.9,-4.0,-32.3,-0.1
CCN(CC)S(=O)(=O)c1ccc(C(=O)Nc2nnc(CSC)o2)cc1,22.9,0.8,-6.9,-18.5,-2.4,4.8,6.7,11.8,10.7,-11.2,-5.8
N#Cc1nc(COc2ccc(Cl)cc2Cl)oc1N1CCOCC1,-45.2,16.2,6.9,-3.1,-1.9,-36.0,-12.8,15.0,-67.7,-0.9,-3.7
COc1cccc(NC(=O)CSC2=C(C#N)C(c3ccco3)C3=C(CCCC3=O)N2)c1 (stereo unspecified),24.7,-1.5,-1.8,-18.0,-3.9,-22.2,10.1,-1.8,-10.3,-5.1,-6.2
CCOCC(=O)Nc1ccc(-c2cn3cccnc3n2)cc1,6.8,9.8,8.2,3.1,8.2,-20.0,-11.6,-14.1,-4.8,2.0,-27.7
Cc1ccc(N2C(=O)N(CC(=O)Nc3ccc(C)cc3C)C(=O)C2C)cc1 (stereo unspecified),-15.4,7.3,-17.3,13.7,1.5,12.5,11.8,2.5,-29.5,3.2,-6.1

# A portion of the library, so the mix of outcomes need not match the whole.
